Screening results deposited in PubChem by Broad Institute.
Cneo AK release = causes C. neoformans cell lysis; adenylate kinase release luminescence, 4 h; normalised: neutral wells 0, clomiphene wells 100; lysis activity, % at 15 µM; 0.2% of 360,000 active; AID 651654;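 active = mean lysis activity across replicates of at least 80%, whatever share of replicates individually reach that level; inactive = mean lysis activity below 80%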
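Material: C. neoformans cells | Amount: Yeast cell density of 5 × 10^6 cells/mL | Medium: Fresh YPD growth medium | Dosing: Single dose | Times: Static 4 h at 37 °C with compound, 1 h detection | Detection: AK luminescence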
miR-122 sensor = inhibitors of miR-122 in Huh7 cells; 0.3% of 340,000 active; Huh7 miR-122 Renilla luciferase sensor, 48 h; neutral wells = 0, positive control = 100; activation (reporter increase), % at 12.5 µM;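 active = mean replicate activation score at least 90 and every replicate individually at or above 90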;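 note: higher luciferase means less miR-122 activity so hits act as miR-122 inhibitors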
SIRT5 inh = sirtuin-5 (human) deacylase inhibition | inhibition, % at 15 µM | Purified SirT5, succinyl-peptide AMC, trypsin-coupled fluorescence | Q9NXA8 | 1.1% of 330,000 active | AID 652115; in the data active = inhibition above about 15%
Target sequence (Q9NXA8 whole entry, looked up): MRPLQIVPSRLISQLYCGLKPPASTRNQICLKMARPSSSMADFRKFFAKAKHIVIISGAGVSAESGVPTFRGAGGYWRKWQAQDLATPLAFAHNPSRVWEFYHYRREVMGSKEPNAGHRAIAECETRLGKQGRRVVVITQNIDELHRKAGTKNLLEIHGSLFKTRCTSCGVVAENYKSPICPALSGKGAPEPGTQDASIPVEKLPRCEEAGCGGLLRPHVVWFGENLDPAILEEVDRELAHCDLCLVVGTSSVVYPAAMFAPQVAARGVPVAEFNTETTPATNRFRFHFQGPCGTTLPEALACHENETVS
ARNT-TACC3 inh = disruptors of human ARNT/TACC3 interaction | Q9Y6A5 | AlphaScreen His-ARNT PAS-B/GST-TACC3 binding, luminescence; TACC3 fragment carries E629A point mutation | inhibition, % at 9.99 µM | 0.66% of 390,000 active | AID 623870;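 active = mean inhibition of replicates at least 50% and at least half of replicates each reaching 50%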;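 note: 0% = complete ARNT plus TACC3 wells and 100% = ARNT alone without TACC3; many hits fall short of the cut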
ERp5 block = inhibitors of human ERp5; Q15084; ERp5 insulin aggregation, absorbance 650 nm, 90 min; inhibition, % at 9.99 µM; 0.05% of 350,000 active;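 active = mean replicate inhibition above about 25%, with every replicate also reaching it, limit read from the data, passing the limit was not always enough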
Target sequence (Q15084 whole entry, looked up): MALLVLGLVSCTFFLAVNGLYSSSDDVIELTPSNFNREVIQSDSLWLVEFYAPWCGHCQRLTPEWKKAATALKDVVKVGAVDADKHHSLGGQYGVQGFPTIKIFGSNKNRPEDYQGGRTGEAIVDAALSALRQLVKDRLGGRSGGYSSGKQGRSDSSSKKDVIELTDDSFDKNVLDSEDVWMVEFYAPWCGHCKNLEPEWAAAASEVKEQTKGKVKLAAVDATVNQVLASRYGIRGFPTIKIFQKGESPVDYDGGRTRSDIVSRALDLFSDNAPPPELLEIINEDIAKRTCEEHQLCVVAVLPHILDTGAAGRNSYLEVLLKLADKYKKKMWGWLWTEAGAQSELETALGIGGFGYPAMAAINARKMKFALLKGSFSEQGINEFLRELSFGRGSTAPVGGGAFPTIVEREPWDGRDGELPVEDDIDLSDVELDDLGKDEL
C2C12 statin = suppression of simvastatin myotoxicity; rescue of ATP level, % at 7.49 µM; AID 602340; 0.78% of 330,000 active; C2C12 myotubes + simvastatin, ATP luminescence, 48 h; scaled: DMSO 0, geranylgeraniol control 100;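 active = mean ATP rescue above about 67%, or every replicate alone reaching that limit, limit read from the data, passing the limit was not always enough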;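 note: myotubes were challenged with 10 µM simvastatin during compound exposure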
esBAF inh = blocks esBAF chromatin remodeling in mouse ES cells; Bmi1-luciferase knock-in reporter, 24 h; 100% = twice the neutral-well signal; 2% of 350,000 active; AID 602393; reporter increase, % at 12.5 µM; in the data active = activation above about 40%;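 note: 0% = median of the plate's neutral control wells and 100% = double that signal; a rise in the Bmi1 reporter signal indicates esBAF inhibition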
* = called active by the depositor; [ ] = remark or other dose.

Screening CCC(=O)Nc1ccc2c(c1)OC[C@@H](C)N(Cc1ccccc1F)C[C@H](C)[C@H](OC)CN(C)C2=O returned Cneo AK release 3, miR-122 sensor 1[16.7 µM], SIRT5 inh 15, ARNT-TACC3 inh 3, ERp5 block 2, C2C12 statin 16 and esBAF inh 9.
`C[C@@H]1CN([C@@H](C)CO)C(=O)c2cc(NC(=O)c3ccncc3)ccc2O[C@@H](C)CCCCO[C@@H]1CN(C)C(=O)C1CCCCC1` gave Cneo AK release -1, miR-122 sensor -2[16.7 µM], SIRT5 inh 2, ARNT-TACC3 inh -3, ERp5 block -3, C2C12 statin 34 and esBAF inh -10.
For O=C(CC1C(=O)NCCN1C1CCCC1)NCc1cccc(OC(F)(F)F)c1 (stereo unspecified) the results were Cneo AK release 0, miR-122 sensor -2, SIRT5 inh 2, ERp5 block -5, C2C12 statin 11 and esBAF inh 7.
For O=C(NNC(=S)NCCCN1CCOCC1)c1ccncc1 the results were Cneo AK release 2, SIRT5 inh -1, ARNT-TACC3 inh 0 and ERp5 block -1.
Screening O=C(NCC[C@H]1CC[C@@H](NC(=O)c2cccnc2)[C@@H](CO)O1)Nc1ccc(F)cc1 returned Cneo AK release 66, SIRT5 inh -2, ARNT-TACC3 inh -4, ERp5 block 2, C2C12 statin -2 and esBAF inh 7.
`Cc1cc(Cl)ccc1OC(C)C(=O)NN1C(=O)c2ccccc2C1=O` (stereo unspecified) gave Cneo AK release 7, SIRT5 inh 1, ARNT-TACC3 inh 14, ERp5 block 5, C2C12 statin 3 and esBAF inh -10.
Screening CCOC(=O)Cc1[nH]nc2c1C(Cc1ccccc1)C(C#N)=C(N)O2 (stereo unspecified) returned Cneo AK release -5, miR-122 sensor 2, SIRT5 inh 5, ARNT-TACC3 inh 8, ERp5 block -7, C2C12 statin 4 and esBAF inh 1.
Screening CC(=O)c1cnn(-c2ccc(Cl)cc2)c1C returned Cneo AK release -1, miR-122 sensor -2, SIRT5 inh -1, ARNT-TACC3 inh -1 and ERp5 block -7.
Screening CCOc1ccc(C(=O)CCC(=O)Nc2ccc(C)c(S(=O)(=O)N3CCCCC3)c2)cc1 returned Cneo AK release -3, miR-122 sensor -2, SIRT5 inh 0, ARNT-TACC3 inh 4, ERp5 block 6, C2C12 statin 5 and esBAF inh -1.
For COc1ccc(OC)c(-n2c(SCC(=O)Nc3cc(C)on3)nnc2-c2c[nH]c3ccccc23)c1 the results were Cneo AK release -5, SIRT5 inh -3, ERp5 block -1, C2C12 statin -3 and esBAF inh -2.
CC(C)NC(=O)C1CCN(Cc2cccc(OCc3ccccc3)c2)CC1 was read as Cneo AK release -1, miR-122 sensor -5, SIRT5 inh -3, ERp5 block 3, C2C12 statin -5 and esBAF inh 2.
Screening O=C(CN1CCOCC1)Nc1nc(-c2ccc(Cl)cc2)cs1 returned Cneo AK release -1, SIRT5 inh -1, ARNT-TACC3 inh 3, ERp5 block 0, C2C12 statin -5 and esBAF inh 1.
For O=C1CN(C(=O)c2c(F)cccc2F)C(c2ccc(F)cc2)c2cc(Br)ccc2N1 (stereo unspecified) the results were Cneo AK release 0, miR-122 sensor -2, SIRT5 inh 3, ARNT-TACC3 inh 11, ERp5 block 0, C2C12 statin 16 and esBAF inh 6.
For CC(C)(O)C#Cc1ccc([C@@H]2[C@H]3CN(C(=O)c4cccc(F)c4)CCCCN3[C@H]2CO)cc1 the results were Cneo AK release 49, miR-122 sensor 1[16.7 µM], SIRT5 inh 5, ARNT-TACC3 inh 2 and ERp5 block -4.
`O=C(NCCN1CCNC1=O)C1CCC(=O)N(Cc2ccccc2F)C1` (stereo unspecified) gave Cneo AK release -1, SIRT5 inh -2, ARNT-TACC3 inh 6, ERp5 block 2, C2C12 statin 1 and esBAF inh 8.
Screening N#C[C@H]1[C@H](c2ccc(C#CC3CC3)cc2)[C@H](CO)N1C(=O)Cc1ccccn1 returned Cneo AK release 1, SIRT5 inh 6, ARNT-TACC3 inh -6, ERp5 block -5, C2C12 statin 5 and esBAF inh -4.
For C[C@H](CO)N1C[C@H](C)[C@@H](CN(C)C(=O)CN(C)C)Oc2ncc(/C=C/c3ccccc3)cc2C1=O the results were Cneo AK release 3, miR-122 sensor 2[16.7 µM], SIRT5 inh -15, ARNT-TACC3 inh 6, ERp5 block 0, C2C12 statin -1 and esBAF inh -4.
CC(C)(C)c1ccc(C(CC(=O)O)NC(=O)c2ccccc2F)cc1 (stereo unspecified) was read as miR-122 sensor 1, SIRT5 inh -2, ARNT-TACC3 inh 0, ERp5 block 1, C2C12 statin 4 and esBAF inh 4.
`CC(OC(=O)C1CCN(c2ccc(C(F)(F)F)cn2)CC1)C(=O)NC1CCCCC1C` (stereo unspecified) gave Cneo AK release 0, miR-122 sensor -13, SIRT5 inh -2, ARNT-TACC3 inh -8, ERp5 block -9, C2C12 statin -1 and esBAF inh 7.
For O=C(CSc1nc2c(c(=O)n1-c1ccc(Cl)cc1)SCC2)NCC1CCCO1 (stereo unspecified) the results were Cneo AK release 0, miR-122 sensor 6, ARNT-TACC3 inh 3, C2C12 statin 9 and esBAF inh -1.
`O=C(CCN1C(=O)C2C3C=CC(C3)C2C1=O)N1CCCCC1` (stereo unspecified) gave SIRT5 inh 3, ARNT-TACC3 inh 0 and ERp5 block -1.
`O=C(Cc1cn2ccsc2n1)NCCc1ccc(F)cc1` gave Cneo AK release 5, miR-122 sensor 5, ARNT-TACC3 inh 8, C2C12 statin 4 and esBAF inh -8.
CO[C@H](CN(C)S(=O)(=O)c1cn(C)cn1)[C@H](C)CN(C(=O)Nc1ccc(C(F)(F)F)cc1)[C@@H](C)CO was read as Cneo AK release -5, SIRT5 inh -1, ARNT-TACC3 inh 12, ERp5 block 2, C2C12 statin -13 and esBAF inh -3.
For CC(=O)N1C(=O)/C(=C2\SC(=S)N(NC(=O)c3ccc(O)cc3)C2=O)c2ccccc21 the results were Cneo AK release -1, miR-122 sensor -4, SIRT5 inh -4, ARNT-TACC3 inh 9, ERp5 block -2, C2C12 statin 11 and esBAF inh -8.
`CCOC(=O)c1c(NC(=O)CN2C(=O)C(=O)N(C(C)C)C2=O)sc(C)c1CC` gave Cneo AK release 1, miR-122 sensor 8, SIRT5 inh 3, ARNT-TACC3 inh -6, ERp5 block -3, C2C12 statin -12 and esBAF inh -1.
O=C1Nc2ccccc2Nc2ncccc21 was read as Cneo AK release -3, ARNT-TACC3 inh -4, C2C12 statin 20 and esBAF inh -9.
For COc1ccc(NC(=O)Nc2ccc3c(c2)C(=O)N([C@@H](C)CO)C[C@@H](C)[C@H](CN(C)Cc2ccccc2)OCCCC[C@@H](C)O3)cc1 the results were Cneo AK release 0, miR-122 sensor -8[16.7 µM], SIRT5 inh -1, ARNT-TACC3 inh 5, ERp5 block 1 and esBAF inh 2.
For Cc1cc(C)nc(N/N=C/c2c(CO)cnc(C)c2O)n1 the results were Cneo AK release -2, SIRT5 inh -1, ARNT-TACC3 inh 63*, ERp5 block 8, C2C12 statin 14 and esBAF inh 10.
For O=C(C[C@H]1CC[C@@H]2[C@H](COC[C@H](O)CN2S(=O)(=O)c2ccccc2F)O1)NCc1ccccc1F the results were Cneo AK release 2, miR-122 sensor 1[16.7 µM], SIRT5 inh 3, ARNT-TACC3 inh 3, ERp5 block -3, C2C12 statin -5 and esBAF inh 2.
COc1ccc(CCc2nnc(CCC(=O)NCC3CCCO3)o2)cc1 (stereo unspecified) was read as Cneo AK release -1, miR-122 sensor -7, SIRT5 inh -4, ARNT-TACC3 inh 1, ERp5 block 0, C2C12 statin 20 and esBAF inh 4.

Retrieved one by one from above, 3 records:
`CCOC(=O)c1c(NC(=O)CN2C(=O)C(=O)N(C(C)C)C2=O)sc(C)c1CC` gave Cneo AK release 1, miR-122 sensor 8, SIRT5 inh 3, ARNT-TACC3 inh -6, ERp5 block -3, C2C12 statin -12 and esBAF inh -1.
`CC(OC(=O)C1CCN(c2ccc(C(F)(F)F)cn2)CC1)C(=O)NC1CCCCC1C` (stereo unspecified) gave Cneo AK release 0, miR-122 sensor -13, SIRT5 inh -2, ARNT-TACC3 inh -8, ERp5 block -9, C2C12 statin -1 and esBAF inh 7.
O=C1Nc2ccccc2Nc2ncccc21 was read as Cneo AK release -3, ARNT-TACC3 inh -4, C2C12 statin 20 and esBAF inh -9.

More structures:
`CC1=C(C(=O)N(C)C)CC(CC(=O)NC2CCCC2)C(=O)N1Cc1ccc(F)cc1` (stereo unspecified) gave Cneo AK release 2, miR-122 sensor -6, ERp5 block -2, C2C12 statin 0 and esBAF inh 4.
For C[C@@H]1CN([C@@H](C)CO)C(=O)Cc2cc(NC(=O)Cc3ccccc3)ccc2O[C@@H]1CN(C)CC1CC1 the results were Cneo AK release 3, miR-122 sensor -8[16.7 µM], SIRT5 inh 1, ARNT-TACC3 inh 1, ERp5 block 1, C2C12 statin 11 and esBAF inh -6.
Screening CC(C)CC#Cc1ccc2c(c1)O[C@H](CN(C)C(=O)C1CCCCC1)[C@@H](C)CN([C@@H](C)CO)S2(=O)=O returned Cneo AK release 1, miR-122 sensor 27[16.7 µM], SIRT5 inh 27*, ARNT-TACC3 inh 14, ERp5 block -5, C2C12 statin -5 and esBAF inh -2.
Screening COc1ccccc1NC(=O)CNC(=O)c1ccccc1 returned Cneo AK release 0, miR-122 sensor 4, ARNT-TACC3 inh -1, C2C12 statin -13 and esBAF inh 5.
O=C(NCC[C@@H]1CC[C@H](NC(=O)C2CCCCC2)[C@H](CO)O1)Nc1ccc(Cl)cc1 was read as Cneo AK release -2, miR-122 sensor -7[16.7 µM], SIRT5 inh 1, ARNT-TACC3 inh 1, ERp5 block 1, C2C12 statin -8 and esBAF inh 6.
Nc1ccccc1C(=O)NNC1=C(C(=O)C(F)(F)F)CCC1 was read as Cneo AK release -1, miR-122 sensor -6, SIRT5 inh -2, ARNT-TACC3 inh -5 and ERp5 block 5.
S=c1[nH]nc(COc2ccccc2)n1/N=C/c1cccc(Cl)c1Cl was read as Cneo AK release 7, miR-122 sensor -9, SIRT5 inh -4, ARNT-TACC3 inh -2, ERp5 block -2, C2C12 statin 16 and esBAF inh -5.
`COCCCNc1nc2ccccc2nc1NS(=O)(=O)c1ccc(C)cc1C` gave SIRT5 inh -11, ARNT-TACC3 inh -5 and ERp5 block 5.
Screening Cc1ccc(-c2nnc(-c3ccc(Br)cc3)o2)o1 returned Cneo AK release -3, miR-122 sensor -13, ARNT-TACC3 inh -1, C2C12 statin 1 and esBAF inh 64*.
Screening Cc1ccc(OCC(=O)NCC(=O)n2nc(C)cc2C)cc1 returned Cneo AK release 3, miR-122 sensor -5, SIRT5 inh -2 and ERp5 block -8.
For CN1CCN(C(=O)CCc2nc3ccccc3c(=O)[nH]2)CC1 the results were miR-122 sensor -7, ARNT-TACC3 inh -11, C2C12 statin -5 and esBAF inh -7.
Screening CC1(c2ccccc2)NC(=O)N(CC(=O)N2CCOCC2)C1=O (stereo unspecified) returned Cneo AK release 3, miR-122 sensor -3, ARNT-TACC3 inh -3, C2C12 statin 3 and esBAF inh -7.
For CC(C)=CCN1CCN(Cc2cnc(N3CCOCC3)s2)CC1CCO (stereo unspecified) the results were Cneo AK release 0, miR-122 sensor 8, SIRT5 inh -2, ERp5 block 4, C2C12 statin -6 and esBAF inh -3.
For O=C(Nc1nccs1)[C@H]1[C@H](CO)[C@H]2Cn3c(cccc3=O)[C@@H]1N2C(=O)C1CCCC1 the results were Cneo AK release 0, SIRT5 inh -4, ARNT-TACC3 inh 5, ERp5 block -1, C2C12 statin -6 and esBAF inh -3.
`CC(=C\C(=O)O)/C(=C/c1ccc(C)o1)C(=O)O` gave Cneo AK release 0, miR-122 sensor -8, SIRT5 inh 2, ARNT-TACC3 inh -25 and ERp5 block -4.
CCCC(=O)Nc1ccc2c(c1)C(=O)N(C)C[C@@H](OC)[C@H](C)CN(C(=O)c1ccncc1)[C@@H](C)CO2 was read as Cneo AK release -11, SIRT5 inh -2, ARNT-TACC3 inh -11, ERp5 block -4, C2C12 statin 5 and esBAF inh -3.
For CCCNC(=O)Nc1ccc2c(c1)C(=O)N(C)C[C@H](OC)[C@H](C)CN(C(=O)C1CCCCC1)[C@@H](C)CO2 the results were Cneo AK release -2, SIRT5 inh 2, ARNT-TACC3 inh -5, ERp5 block -2, C2C12 statin 4 and esBAF inh 0.
